# NPYLR7 agonist: mosquito NPYLR7 agonism | activation, % at 10 µM | AID 1259423 | HEK293T NPYLR7/Galpha15, GCaMP6s calcium fluorescence | actives 0.15% (n = 270,000); in the data active means activation above about 40%;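 further: 0% = vehicle and 100% = reference agonist at the receptor; some compounds past the cut are filed as inactive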
# mcGAS lum: blocks mouse cGAS activity; Q8C6L5; recombinant cGAS, Kinase-Glo ATP depletion luminescence; inhibition, % at 12.5 µM; actives 0.15% (n = 160,000); AID 1259399;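 further: 0% = negative control wells and 100% = reference inhibitor with no enzyme activity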
# hcGAS inh: human cGAS inhibition; recombinant h-cGAS, ATP depletion, Kinase-Glo luminescence; actives 0.081% (n = 290,000); AID 1259398; inhibition, % at 12.5 µM; Q8N884;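 further: 0% = vehicle reaction and 100% = reaction without DNA for no activity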
# Target sequence (Q8N884 whole entry, looked up): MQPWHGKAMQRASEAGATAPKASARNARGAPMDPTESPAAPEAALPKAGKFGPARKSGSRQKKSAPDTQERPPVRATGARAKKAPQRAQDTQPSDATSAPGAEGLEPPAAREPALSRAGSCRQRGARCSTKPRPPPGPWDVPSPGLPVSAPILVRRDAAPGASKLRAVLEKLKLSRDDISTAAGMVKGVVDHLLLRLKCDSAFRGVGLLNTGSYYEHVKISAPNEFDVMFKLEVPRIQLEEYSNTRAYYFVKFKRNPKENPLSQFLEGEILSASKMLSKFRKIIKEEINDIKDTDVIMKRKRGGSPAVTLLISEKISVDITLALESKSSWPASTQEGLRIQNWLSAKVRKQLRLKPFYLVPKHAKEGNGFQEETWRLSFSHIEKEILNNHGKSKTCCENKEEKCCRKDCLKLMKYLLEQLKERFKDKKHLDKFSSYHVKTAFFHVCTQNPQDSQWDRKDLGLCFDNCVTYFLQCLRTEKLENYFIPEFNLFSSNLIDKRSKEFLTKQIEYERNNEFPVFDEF
# Active calls of the source: *; nt = no result given; & = joins results of further samples. Unless noted, no stated cut-off is given here; in the data, active means inhibition above about 40%; inactive means the rest.
# Screens in order – NPYLR7 agonist | mcGAS lum | hcGAS inh
CCOC(=O)c1cc(C#N)c(N2CCN(CC(=O)N(C)C)CC2)nc1C(F)(F)F
→ 0 | -2 | 1
Cn1ccnc1CNc1ccc2c(c1)CN(C(=O)OC(C)(C)C)CC2
→ 7 | -7 | -15
OCCOCCN1CCCC1c1cccc(Cl)c1 (stereo unspecified)
→ 2 | nt | -7
CCOC(=O)CCC(=O)N1CCN(c2nc(Cc3ccc(C)cc3)nc3c2c(C)nn3-c2ccc(F)cc2)CC1
→ -15 | 2 | 5
Cc1cc(C(=O)N(C)C(C)Cc2ccccn2)c2ccc(F)cc2n1 (stereo unspecified)
→ 3 | -13 | -6
CC(C)CN(Cc1ccccn1)Cc1cccc2c1OCO2
→ -5 | nt | 4
N#CC(C=Nc1ccc(C(N)=O)cc1)c1nc(C2CC2)cs1 (stereo unspecified)
→ 25 | -8 | -3
COc1ccc(-c2ccc(=O)n(CCNS(=O)(=O)c3cc(C)c(C)cc3C)n2)cc1
→ -2 | -8 | -6
CC(=O)Nc1ccc(S(=O)(=O)N(CC(=O)N2CCc3sccc3C2c2ccc(Cl)cc2Cl)CC2CC2)cc1 (stereo unspecified)
→ nt | -4 | -9
Cc1nc(CCNC(=O)[C@H](N)CC(C)C)sc1C
→ -1 | nt | -2
Cc1ccc(-n2c(C(C)N(CC(C)C)C(=O)c3ccc(Cl)cc3)nc3ccccc3c2=O)c(C)c1 (stereo unspecified)
→ -8 | 1 | 9
NC(=S)COc1ccc(F)cc1
→ 5 | nt | 0
O=C1CC(C2CCCC=C2N2CCOCC2)C(=O)N1 (stereo unspecified)
→ -5 | nt | 1
CC(C)C(NC(=O)C1CCCCC1)C(=O)N(C)Cc1ccc(OC(F)F)cc1 (stereo unspecified)
→ -1 | nt | -6
Cc1ccc(C)c(S(=O)(=O)N2CCN(C(=O)c3c(C)nn(C)c3C)CC2)c1
→ 1 | nt | -9
COc1ccc(C(=O)Cn2nc(-c3ccccc3)c3sc(N4CCOCC4)nc3c2=O)cc1OC
→ -5 | -6 | -4
CCOc1ccc(Cc2nnc(N(C)c3ccccc3)[nH]c2=O)cc1
→ 10 | nt | -5
CCOc1ccccc1C(=O)NCC(=O)N(C)Cc1cccc(Cl)c1Cl
→ 7 | nt | -14
COc1ccccc1C(=O)Nc1ccc(-n2nc(OCC(C)C)nc2-c2ccc(Cl)c(Cl)c2)cc1
→ 21 | -5 | -2
O=C(NCCN1CCN(c2ncccn2)CC1)C1CCOC1 (stereo unspecified)
→ 5 | nt | 1
Cc1ccc(NC(=O)Cn2nc(Nc3ccccc3)c(S(=O)(=O)c3ccccc3)c2N)c(C)c1
→ -14 | -1 | -3
CCCCc1nc(C(N)=O)c2[nH]c(=O)n(-c3ccc(OC)c(OC)c3)c2n1
→ 11 | nt | -9
COc1ccccc1C(=O)N1CCN(c2nc(Cc3ccccc3)nc3c2cnn3-c2ccccc2)CC1
→ nt | -7 | -6
CCC(=O)N(Cc1cc(NC(=O)c2ccccc2Cl)ccc1N(C)C)C1CC1
→ 16 | -6 | -8
O=C1c2ccccc2NC2(CCNCC2)N1c1ccccc1
→ 13 | nt | -9
NC(=O)C1CCCCN1CC(=O)N1CCc2ccccc21 (stereo unspecified)
→ 8 | nt | -4
Cn1c(Nc2ccccc2C(F)(F)F)nc2ccccc21
→ 3 | -4 | -2
Cc1nc2cc(OCc3cc(C(=O)N(C)C(C)c4ccon4)no3)ccc2s1 (stereo unspecified)
→ 4 | -2 | -4
Cc1cc(NC(=O)C(=O)NC(CC(C)C)CN(C)C)no1 (stereo unspecified)
→ 5 | nt | -7
Nc1c(C=C2C=C(Cl)C(=O)C(Cl)=C2)c(=O)nc2scc(-c3ccccc3)n12
→ 5 | 3 | -2
Cc1ccc(C(F)(F)F)cc1S(=O)(=O)Nc1ncn[nH]1
→ 6 | -17 | -8
CCCNC(=O)COc1coc(CN2CCc3ccccc3C2)cc1=O
→ 15 | -5 | -1
CCOc1ccc2ccccc2c1C(=O)Oc1cc(C)[nH]c(=O)c1[N+](=O)[O-]
→ -3 | 16 | 3
COC(=O)C1CCN(S(=O)(=O)c2ccc(F)c(Cl)c2)CC1
→ 2 | -10 | -7
CCOC(=O)C1=C(C)N(Cc2ccccc2)C(=O)NC1c1ccccc1[N+](=O)[O-] (stereo unspecified)
→ 2 | -2 | 0
COc1ccc(NC(=O)CSc2ncnc3c2oc2ccccc23)cc1
→ 6 | -8 | -4
CC(C)Cn1nccc1NCc1cccc(C#N)c1
→ -7 | nt | 0
Cc1ccc(C)c(-n2ncc(C(=O)NC3CC(C)(C)N(C)C(C)(C)C3)c2N)c1
→ -1 | nt | -8
Cc1cc(NC(=O)C2CC3CCC2C3)n(-c2ccc(C(F)(F)F)cn2)n1 (stereo unspecified)
→ 14 | 0 | 5
CCCCC(CC)COCCCNC(=O)c1cncn1-c1cccc(-c2ccc(Oc3ccccc3)cc2)c1 (stereo unspecified)
→ 4 | -7 | -4

# Of the compounds above, these have a nitro group on carbon.
# Screens in order – NPYLR7 agonist | mcGAS lum | hcGAS inh
CCOc1ccc2ccccc2c1C(=O)Oc1cc(C)[nH]c(=O)c1[N+](=O)[O-]
→ -3 | 16 | 3
CCOC(=O)C1=C(C)N(Cc2ccccc2)C(=O)NC1c1ccccc1[N+](=O)[O-] (stereo unspecified)
→ 2 | -2 | 0

# (listing goes on)
# Screens in order – NPYLR7 agonist | mcGAS lum | hcGAS inh
Nc1nnnn1/N=C\c1cccc(I)c1
→ -10 | -3 | 2
COCCCN(CC(=O)N(CCc1c[nH]c2ccccc12)Cc1ccc(C(F)(F)F)cc1)C(=O)N(C)C
→ -5 | -3 | -5
NS(=O)(=O)c1ccc(C(=O)N2CCc3ccccc3CC2)cc1F
→ 1&1 | -15 | 0&-19
COC(C)c1ccc(-c2cc(C(=O)O)cc(S(=O)(=O)N3CCOCC3)c2)cc1 (stereo unspecified)
→ -3 | nt | -5
COCCNC(=O)c1coc(CN(Cc2ccc(F)cc2)Cc2ccc(OC)cc2)n1
→ 19 | -1 | -4
CCc1ccc(O)c(C(=O)N(C)Cc2ccc(Br)o2)c1
→ 7 | nt | -4
COc1cccc(CCNC2CCN(c3ccc(C(=O)NC4CCCC4)cc3)CC2)c1
→ 4 | -13 | -9
Cc1ccc(C(=O)Cn2c3ccccc3n3ncnc23)cc1
→ -11 | nt | -2
OC(COCc1ccco1)CN(Cc1c(-c2ccccc2F)noc1N1CCOCC1)C1CC1 (stereo unspecified)
→ nt | -7 | -2
CCCCNC(=O)C1(C)CCCCN1C(=O)c1ccccc1Br (stereo unspecified)
→ 0 | nt | -5
O=C(Nc1ccccn1)c1ccc(OCC(=O)N2CCCCC2)cc1
→ -1 | nt | -6
O=S(=O)(NCCCCc1ccccc1)c1ccc(S(=O)(=O)N2CCOCC2)cc1
→ 14 | nt | -13
CNC(=O)[C@@H]1[C@@H](O)C(=O)N(C)C12CCN(C(=O)c1cc(C)oc1C)CC2
→ 8 | -4 | -1
O=C(NCC(O)COc1cccc(Cl)c1Cl)C1CC1c1ccco1 (stereo unspecified)
→ 4 | nt | -6
O=C(c1ccc(-c2cc(-c3cccc4ccccc34)[nH]n2)cc1)N1CCc2ccccc2C1
→ 1 | -8 | -9
Nc1nc(CC23CC4CC(CC(C4)C2)C3)cs1
→ nt | -5 | -10
O=C1CCC[C@H]2[C@@H]3C[C@H](CN(c4ncccc4C(F)(F)F)C3)CN12
→ nt | -10 | 0
Cn1cc(NS(=O)(=O)Cc2ccc(F)c(Cl)c2)cn1
→ -21&-1 | nt | -9&-6
CCOC(=O)CN(C(=O)c1cc(C)oc1C)[C@H]1[C@H](OC)[C@@H]2O[C@H]1c1ccccc12
→ -4 | -1 | 2
O=C(CN1C(=O)NC2(CCCC2)C1=O)OC1CCOC1=O (stereo unspecified)
→ -1 | -7 | -4
CN1CN=C2SC3(COC(c4cccc(Br)c4)OC3)C(=O)N2C1 (stereo unspecified)
→ -15 | -8 | -3
Cc1nc(C)c(Cc2ccc([N+](=O)[O-])cc2)c(N2CCN(C(=O)NC(C)(C)C)CC2)n1
→ 5 | -5 | 2
CS(=O)(=O)N1CCC(c2cccc(C(=O)O)c2)CC1
→ 11 | nt | -14
CCOC(=O)C1=C(C)NC(C)=C(C(=O)OCC)C1C(=O)OCC(N)=O
→ 1 | -3 | -2
Fc1ccc(Oc2cc(Cl)ncn2)cc1
→ -15 | nt | -1
O=C(NC(C(=O)N1CCOCC1)C1CCN(C(=O)C2CC2)CC1)c1ccc(F)cc1 (stereo unspecified)
→ -3 | -2 | 2
CCC1CN2CCCC2CN1S(=O)(=O)N1CCOCC1C (stereo unspecified)
→ 2 | nt | -10
CCCOC(=O)c1ccc(OC(=O)c2ccccc2C)c(OC)c1
→ -5 | nt | 7
CCOc1cccc2sc(N(CCCn3ccnc3)C(=O)c3ccc(Cl)s3)nc12
→ -9 | -9 | -6
CCN1CCN(CC(=O)N2N=C(c3ccc(OC)cc3)CC2c2ccc(Cl)cc2)CC1 (stereo unspecified)
→ 12 | -4 | -6
Cc1ncc(CN2CCCC(C(=O)Nc3cccc(-n4cccn4)c3)C2)cn1 (stereo unspecified)
→ 11 | nt | -4
COC(=O)c1ccc2c(c1)CC(CNC(=O)c1ccccc1Br)O2 (stereo unspecified)
→ 11 | nt | -2
CCCOC(C)C(=O)N1CCc2onc(-c3cccc4ccccc34)c2C1 (stereo unspecified)
→ 0 | nt | -11
c1cncc(COC2CCN(Cc3ccsc3)CC2)c1
→ -5 | nt | -7
CCN(CC(=O)Nc1ccc(OC)cc1)C(=O)COc1cccc2c1OC(C)(C)C2
→ -3 | -14 | -6
O=C(Nc1ccccc1)c1cccnc1Oc1ccc(Cl)cc1
→ -2 | -4 | -8
COCCN1C[C@H]2COc3ccccc3[C@H]2N(C(=O)c2ccc(OC)cc2)CCC1=O
→ -7 | 0 | 10
CCn1cc2nc(OC)c(CNC(=O)CC3CCCO3)cc2c1O (stereo unspecified)
→ 4 | -15 | -6
O=C1CC(C(=O)Nc2ccc(NS(=O)(=O)c3ccc4c(c3)OCCCO4)cc2)c2ccccc2N1 (stereo unspecified)
→ 0 | nt | -10
Nn1cnc2c(sc3nc(-c4ccccc4)c4c(c32)CCC4)c1=O
→ 1 | nt | -14

# Compounds shown so far that have a thiophene ring, fused or not:
# Screens in order – NPYLR7 agonist | mcGAS lum | hcGAS inh
CC(=O)Nc1ccc(S(=O)(=O)N(CC(=O)N2CCc3sccc3C2c2ccc(Cl)cc2Cl)CC2CC2)cc1 (stereo unspecified)
→ nt | -4 | -9
CCOc1cccc2sc(N(CCCn3ccnc3)C(=O)c3ccc(Cl)s3)nc12
→ -9 | -9 | -6
c1cncc(COC2CCN(Cc3ccsc3)CC2)c1
→ -5 | nt | -7
Nn1cnc2c(sc3nc(-c4ccccc4)c4c(c32)CCC4)c1=O
→ 1 | nt | -14

# Going on with the list.
smiles	NPYLR7 agonist	mcGAS lum	hcGAS inh
CCCC(NC(=O)Cn1cnc2c(cnn2C)c1=O)c1ccccc1 (stereo unspecified)	2	-9	-8
COc1ccc(N2CC34C=CC(O3)C(C(=O)N3CC=CCC3)C4C2=O)c(OC)c1 (stereo unspecified)	0	nt	-7
CCc1ccccc1C(=O)N1CCC(n2c(-c3ccccc3)nc3ccc(F)cc32)CC1	23	-4	-3
Cc1ccc(N2CC(NC(=O)NCc3ccc4[nH]c(C)cc4c3)CC2=O)cc1 (stereo unspecified)	9	-6	-5
COc1ccc(-c2csc(-n3[nH]c(C)c(N=Nc4ccc(N(C)C(C)=O)cc4)c3=O)n2)cc1	-5	-8	0
CCc1nc2n(n1)C(=O)C(C(c1cccc(OC)c1)N1CCC3(CC1)OCCO3)S2 (stereo unspecified)	-2	-9	-6
CCCn1ncc(C(=O)N2CC(c3ccncc3)C2)c1C	0	-16	-5
O=C(Nn1cnc2ccccc21)C1CCCN(C(=O)c2ccc(Cl)c(Cl)c2)C1 (stereo unspecified)	4	nt	-2
CCCc1cncnc1-c1cc(C)ccc1OC	-4	nt	-3
CC(C)(Cc1c[nH]c2ccccc12)NS(=O)(=O)c1ccccc1C(F)(F)F	0	-3	-6
Cc1cccc(C(C)C)c1NC(=O)Nc1cnn(Cc2ccncc2)c1	2	-15	-8
Cc1nn(S(C)(=O)=O)c(C)c1S(=O)(=O)N1CCCC1	1	-9	-7
Cc1ccc(NC(=O)Nc2ccc(Nc3cc(-n4ccnc4)ncn3)cc2)cc1F	-15	-9	-3
CC1CC1C(=O)Nc1ccc(F)c(-n2nnnc2C2CC2)c1 (stereo unspecified)	6	0	3
COc1cc(OC)cc(C(=O)Nc2ccc(Cl)c(-c3nc4ccc(C)cc4o3)c2)c1	-4	-8	-9
Clc1ccc2nc(-c3ccccc3Cl)c(NCc3ccccc3)n2c1	5	-5	-3
Cn1cc(-c2csc(C(C)(C)NC(=O)c3ccccc3)n2)cn1	5	-15	-8
Cc1nc(Cn2ccnc2-c2nc[nH]c2C)nc2c1CCCC2	-1	nt	-4
CC(CNC(=O)C1(C)CC1(Cl)Cl)N1CCCC1 (stereo unspecified)	1	nt	-7
O=C(NCCSc1ccccc1)c1ccccc1	20	nt	-3
NC(=O)c1csc(C(=O)Nc2cc(-c3ccccc3F)no2)c1	1	nt	-3
CNC(=O)C1CN(S(=O)(=O)c2cccc(F)c2)c2ccccc2O1 (stereo unspecified)	3	nt	-15
CC(C)CN(Cc1cccc(OS(=O)(=O)c2cccc(C(F)(F)F)c2)c1)C(=O)c1cccc(C(F)(F)F)c1	-8	-6	-19
CC(C)(CCl)C(=O)Nc1c(-c2ccc(C(F)(F)F)cc2)nc2ccccn12	-6	-6	-8
Cc1nc(C(C)N(C)C(=O)NC2CCCC2)c(C)s1 (stereo unspecified)	16	nt	-3
CCCOc1cc(S(=O)(=O)NCc2ccco2)ccc1Cl	1	-6	-8
C[n+]1ccccc1C=C1C=Cc2ccccc2N1CCCS(=O)(=O)O	-12	nt	-12
CC(C)=NOC(C)C(=O)N1CCC2(CC1)CC(=O)c1cc(C)c(C)cc1O2 (stereo unspecified)	12	nt	-5

# Source: PubChem BioAssay (Fisher Drug Discovery Resource Center)
